Screening results as filed in PubChem.
N370S GC: inhibitors or activators of N370S glucocerebrosidase for Gaucher disease; P04062; N370S GC spleen homogenate, 4MU-glucoside fluorescence; Potency, µM (top dose mostly 59.4 µM), without a hit: top-dose activity change, negative = inhibition, most hits filed as inhibitors; 330,000 tested, 0.092% active; AID 2101;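 also: 0% = full enzyme activity and -100% = no enzyme basal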
FEN1 inh: inhibitors of human flap endonuclease 1 | Potency, µM (series often up to 114 µM), for the others: at the highest dose activity change, negative = inhibition, actives largely listed as inhibitors | Recombinant FEN1 flap cleavage, fluorescence, 15 min | AID 588795 | P39748 | 390,000 tested, 0.35% active; also: nearly all actives have a fitted effect of over 65% in size
Target sequence (P39748 whole entry, looked up): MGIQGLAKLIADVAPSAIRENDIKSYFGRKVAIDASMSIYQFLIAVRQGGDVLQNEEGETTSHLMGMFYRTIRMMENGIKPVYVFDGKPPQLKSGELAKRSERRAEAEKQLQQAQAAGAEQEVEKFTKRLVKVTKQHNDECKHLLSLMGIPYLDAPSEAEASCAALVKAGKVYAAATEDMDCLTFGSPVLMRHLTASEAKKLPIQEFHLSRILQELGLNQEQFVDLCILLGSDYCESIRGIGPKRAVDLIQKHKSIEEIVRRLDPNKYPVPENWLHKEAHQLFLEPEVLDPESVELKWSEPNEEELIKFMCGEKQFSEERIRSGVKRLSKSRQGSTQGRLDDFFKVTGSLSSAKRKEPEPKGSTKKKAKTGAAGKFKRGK
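Steps: FEN1 (10 nM) dispensed; compound added by pin tool; 15 min at room temperature; substrate added to 50 nM final; reads at 0 min and 15 min; data normalized and fitted (four-parameter Hill).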
TDP1 inh: TDP1 (human) enzyme inhibition | recombinant TDP1, AlphaScreen DNA substrate cleavage | Potency, µM (series often up to 130 µM), for the others: at the top dose activity change, negative = inhibition, usual class: inhibitors | 350,000 tested, 0.28% active; also: nearly all actives have a fitted effect of over 40% in size
Target sequence (Q9NUW8 whole entry, looked up): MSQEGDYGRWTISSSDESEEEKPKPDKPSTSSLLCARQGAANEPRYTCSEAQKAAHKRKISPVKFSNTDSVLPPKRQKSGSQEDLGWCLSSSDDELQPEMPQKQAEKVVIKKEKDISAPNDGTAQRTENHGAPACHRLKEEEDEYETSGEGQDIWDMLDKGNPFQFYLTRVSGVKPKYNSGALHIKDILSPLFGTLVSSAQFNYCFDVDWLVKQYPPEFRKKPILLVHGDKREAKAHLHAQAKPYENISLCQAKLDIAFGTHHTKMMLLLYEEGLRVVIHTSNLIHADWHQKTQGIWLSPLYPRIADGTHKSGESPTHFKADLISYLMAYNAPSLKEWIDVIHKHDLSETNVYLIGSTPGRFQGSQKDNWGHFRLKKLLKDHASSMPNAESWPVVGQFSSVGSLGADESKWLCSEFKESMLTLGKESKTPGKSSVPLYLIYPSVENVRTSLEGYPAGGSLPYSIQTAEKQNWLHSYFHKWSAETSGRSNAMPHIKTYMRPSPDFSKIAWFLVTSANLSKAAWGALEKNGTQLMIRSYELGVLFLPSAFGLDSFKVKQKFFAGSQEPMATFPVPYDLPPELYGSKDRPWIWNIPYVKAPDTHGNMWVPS
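Enzyme-compound mixtures sat 15 min at room temperature, followed by a 5 min reaction with 15 nM final substrate and 10 min with AlphaScreen beads. Recombinant human Tdp1 was used at 1 nM final.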
Active calls of the source: *; ? = inconclusive; nt = not tested or not shown; & = joins results of further samples; [ ] = dose if it differs, or a comment. Calls follow the shape of the dose curve; as a rule, active = well fitted curve in the direction sought with a large enough effect; inconclusive = small, poorly fitted or top-dose-only effect, or another doubt; inactive = no such curve, though single readings can be large; an effect the other way counts as inactive or inconclusive. Unless noted, % is scaled to controls: 0 for no effect and ±100 for the full control effect; potency is read from the fitted curve at half-maximal effect.

Structure,N370S GC,FEN1 inh,TDP1 inh
Cc1csc(NC(=O)c2ccc(Cn3nc(C)c(Br)c3C)o2)n1,2%,-11%,0%
CCN(CC)CCNC(=O)c1ccc(CS(=O)(=O)c2ccc(Br)cc2)o1,10%,10%,0%
O=C(O)c1cccc(S(=O)(=O)Nc2ccccc2Cl)c1,0%,-3%,5%
COc1ccc(-c2nc3c(c(=O)[nH]c(=O)n3Cc3ccccc3)n2CCO)cc1,1%,-8%,3%
COc1ccccc1-c1cc(C(=O)O)c2c(=O)n(C)c(=O)n(Cc3ccccc3)c2n1,-8%,1%,3%
CC(C)c1ccc(NCCC(=O)c2ccc(Br)cc2)cc1,9%,1%,2%
CC(N=Cc1c(O)c2ccccc2oc1=O)C(=O)O (stereo not given),-19%,2%,2%
Cc1ccc(/C=C2\C(=O)NC(=O)N2C)o1,-1%,-18%,5%[56.1 µM]

Going on with the list:
Structure,N370S GC,FEN1 inh,TDP1 inh
Cn1ccc2c(OCC(=O)Nc3ccc(OC(F)(F)F)cc3)cccc2c1=O,nt,0%,3%
CN(C(=O)CSc1nc(N)c2c3c(sc2n1)CSC(C)(C)C3)c1ccccc1,-1%,-13%,3%
O=C(c1ccc(Cn2cnnn2)cc1)N1CCCC(Nc2ccc(F)c(F)c2)C1 (stereo not given),10%,19%,3%
Cn1c2ccccc2n2c(=O)c(=O)n(CC(=O)N3CCCc4ccccc43)nc12,-10%,nt,2%
CCSC1=C(C#N)C2(CCCC2)C(C#N)=C(N)N1,13%,-3%,-1%
CCCc1c(O)c2ccccc2[nH]c1=O,11%,-6%,-2%
CN(Cc1ccc(Cl)cc1)C(=O)c1cc(S(=O)(=O)N2CCOCC2)ccc1N1CCCC1,-12%,-1%,nt
CCOc1ncc(S(=O)(=O)N2CCN(CC)CC2)cc1C(=O)O,-10%,-9%,2%

Remaining list, next part.
Structure,N370S GC,FEN1 inh,TDP1 inh
O=C(N/N=C/c1ccccn1)C(O)c1ccccc1 (stereo not given),9%,13%,nt
Cc1cccn2c(=O)c(C=C(C#N)C#N)c(N3CCN(c4cccc(Cl)c4)CC3)nc12,-13%,7%,nt
CC1CCCN(C(=O)COC(=O)C2CCN(S(=O)(=O)c3ccc(Cl)c(C(F)(F)F)c3)CC2)C1 (stereo not given),3%,-1%,4%
Cc1onc(-c2ccccc2Cl)c1C(=O)Nc1ccc(OCC(=O)N2CCOCC2)cc1,7%,1%,-3%
NC(=O)c1ccc(NC(=O)CCCN2C(=O)NC3(CCCC3)C2=O)cc1,nt,-2%,0%
C=CCNc1ncnc2c1cnn2-c1ccc(C)cc1C,?,-3%,2%
Nc1nncn1C(=O)c1c(Cl)cccc1Cl,0%,-8%,4%
CCOC(=O)c1ccccc1NC(=O)CSc1nnnn1C1CCCCC1,-4%,4%,-3%

More entries
Structure,N370S GC,FEN1 inh,TDP1 inh
CCC(=O)Nc1ccc(NC(=O)CSc2nnc(-c3ccc(O)cc3)n2CC2CCCO2)cc1 (stereo not given),-4%,-2%,2%
O=C(Cn1nnc(-c2cc(Cl)ccc2-n2cnnn2)n1)N1CCCc2ccccc21,0%,1%,5%
O=C1C2=C(Nc3ccccc3SC2c2c(F)cccc2Cl)c2ccccc21 (stereo not given),nt,-14%,7%
COc1ccc(S(=O)(=O)N2CCOC2CNC(=O)C(=O)NCc2ccccc2OC)cc1 (stereo not given),-4%,6%,2%[56.1 µM]
CC(=O)c1sc(NC(=O)c2ccccc2F)nc1C,-14%,-3%,0%
O=[N+]([O-])c1cc(S(=O)(=O)N2CCCC2)ccc1N/N=C/c1ccccn1,-3%,-3%,3%
COc1ccc(-c2nc3ccccc3o2)cc1NC(=O)c1cccc2c(Cl)cccc12,nt,3%,-3%
COc1ccc(NC2CCCN(C(=O)c3cccs3)C2)cc1 (stereo not given),6%,-2%,5%

(more compounds)
Structure,N370S GC,FEN1 inh,TDP1 inh
O=C(COC(=O)c1cnccn1)c1ccc(Cl)c([N+](=O)[O-])c1,-6%,4%,nt
CCC(=O)Nc1c2c(nn1-c1ccc(F)cc1)CS(=O)(=O)C2,-1%,13%,nt
Cc1cccc(NC(=O)CCNS(=O)(=O)c2ccc3c(c2)CCCC(=O)N3)c1C,nt,3%,-4%
CC(=O)c1cc(-c2ccc(F)cc2)n(CCC(=O)NC2CCCCC2)c1C,nt,4%,0%
CCOc1ccc(NC(=O)CSc2nnc(C)n2C2CC2)cc1S(=O)(=O)N1CCCC1,0%,-8%,0%
COCCNc1oc(COc2cccc(C)c2)nc1C#N,2%,11%,8%
COc1ccccc1N1CCN(Cc2cccs2)CC1,nt,-3%,-4%
CCOC(=O)c1cc2n(c1/N=C/N(C)C)-c1ccccc1C2=O,6%,-19%,nt

Additional compounds follow.
Structure,N370S GC,FEN1 inh,TDP1 inh
O=C1C(=O)N(CCCN2CCOCC2)C(c2ccc([N+](=O)[O-])cc2)/C1=C(\O)c1ccc2c(c1)OCCO2 (stereo not given),?,-14%,2%
Nc1ccc(S(=O)(=O)Nc2nccs2)cc1,19%,2%,10%
COc1cc2c(cc1OC)C(c1ccc(Br)cc1)NC(=O)C2 (stereo not given),-1%,15%,nt
CCN(CC)CCCNC(=O)C(C)n1c2ccccc2c2nc(=O)cc(C)n21 (stereo not given),7%,-13%,nt
CCOC(=O)c1cccc(C2=CC(=O)C[C@H](c3ccc(Cl)cc3)C2)c1,nt,-15%,0%
Cc1ccc(C)c(C(=O)CN2C(=O)C(=O)N(C3CCCC3)C2=O)c1,nt,0%,-2%[56.1 µM]
CCN(CC(=O)Nc1c(F)cccc1F)C(=O)/C=C/c1ccc(C)cc1,nt,4%,-1%
Cc1ccc(OCCCC(=O)N(C)CC(=O)Nc2ccccc2Br)cc1,3%,-2%,-16%[0.505 µM]

Further structures:
Structure,N370S GC,FEN1 inh,TDP1 inh
C=CCN(c1ccc(C(=O)N2CCN(c3ccc(F)cc3)CC2)cc1)S(C)(=O)=O,-1%,-1%,3%
CCCS(=O)(=O)N1CCCC(C(=O)NCCCN(C)c2ccccc2)C1 (stereo not given),5%,4%,5%
COc1ccc(/C=C/C(=O)OCC(=O)Nc2ccc(S(N)(=O)=O)cc2)cc1OC,5%,-12%,1%
CNc1ccc(S(=O)(=O)NCC(=O)NCCCc2ccccc2)cc1[N+](=O)[O-],2%,-2%,7%
Cn1c(O)c(N=NC(=O)c2cc(-c3cccs3)nc3ccccc23)c2ccccc21,10%,3%,8%
CCCCC/C=C\C/C=C\C/C=C\C/C=C\CCCC(=O)O[C@H](COCCCCCCCCCCCCCCCC)COP(=O)([O-])OCC[N+](C)(C)C,13%&6%,nt,7%&7%
O=C(NCCN1CCN(c2ccccc2F)CC1)C1c2ccccc2C(=O)N2CCc3ccccc3C12 (stereo not given),-4%,7%,0%
COc1ccccc1CNS(=O)(=O)c1c(C(=O)N2CCCCCC2)c(C)n(C)c1C,-3%,21%,3%

New compounds follow.
Structure,N370S GC,FEN1 inh,TDP1 inh
CN(c1ccccc1)S(=O)(=O)c1cccc(C(=O)NNC(=O)c2ccccc2)c1,-12%,1%,-3%
COc1ccc(CNC/C=C/c2ccccc2)cc1,-7%,-3%,5%
CCn1c(C)c(C)c2cc(C(=O)NCC(C)c3ccccc3)ccc21 (stereo not given),nt,5%,8%
CCN(c1ccc(OC)cc1)S(=O)(=O)c1nnc(NC(=O)CC(C)C)s1,-1%,-3%,nt
CC(c1nc2ccccc2c(=O)[nH]1)N(C)c1ccc2ccccc2c1 (stereo not given),11%,-3%,3%
C/C(=N\NC(N)=S)c1ccc(-n2ccnc2)cc1,1%,9%,nt
C/C(=N\NC(=O)C1CC1c1ccccc1)c1ccc(C)s1 (stereo not given),0%,-11%,-3%
COc1ccc(S(=O)(=O)N2CCOCC2)cc1NC(=O)c1cc2ccccc2o1,-7%,-17%,0%

Following part
Structure,N370S GC,FEN1 inh,TDP1 inh
COc1ccccc1N1CCN(C(=O)Cn2cnc3sc(C)c(S(=O)(=O)N4CCC(C)CC4)c3c2=O)CC1,nt,-15%,0%
O=C(NNC(=S)Nc1ccc(Cl)cc1Cl)C1CC1,3%,3%,11%
Cc1cc(C)c(S(=O)(=O)Nc2nnc(C)s2)c(C)c1,-4%,13%,4%
Cc1ccc(S(=O)(=O)N2CCN(CC(=O)N/N=C\c3ccncc3)CC2)cc1,1%,-27%,7%
CCOC(=O)N1CCN(C(=O)C2CCC(=O)N(CCCc3ccccc3)C2)CC1 (stereo not given),0%,4%,2%
COc1cc(C(=O)NCCOc2cc(C)cc(C)c2)c(Br)c(OC)c1OC,-1%,-9%,6%
CSc1cccc(NC(=O)Cn2cnc(S(=O)(=O)N3CCCC3)c2)c1,-1%,-5%&12%,2%&7%
Cc1ccc(NC2OC(CO)C(O)C2O)cc1[N+](=O)[O-] (stereo not given),1%,0%,3%

An excerpt from above in order of molar mass, smallest number first.
Structure,N370S GC,FEN1 inh,TDP1 inh
CC(=O)c1sc(NC(=O)c2ccccc2F)nc1C,-14%,-3%,0%
COc1cc2c(cc1OC)C(c1ccc(Br)cc1)NC(=O)C2 (stereo not given),-1%,15%,nt
Cc1csc(NC(=O)c2ccc(Cn3nc(C)c(Br)c3C)o2)n1,2%,-11%,0%
Cn1c(O)c(N=NC(=O)c2cc(-c3cccs3)nc3ccccc23)c2ccccc21,10%,3%,8%
Cc1onc(-c2ccccc2Cl)c1C(=O)Nc1ccc(OCC(=O)N2CCOCC2)cc1,7%,1%,-3%

(cont.)
Structure,N370S GC,FEN1 inh,TDP1 inh
O=C(N/N=C/c1ccc(OC(F)F)cc1OC(F)F)c1ccc(Br)cc1,-7%,-4%,0%
Cc1ccc(C)c(Cn2c(=O)n(CCCC(=O)NCc3ccc4c(c3)OCO4)c(=O)c3sccc32)c1,nt,-3%,2%
CCN1CCC(NC(=O)c2cc(OC)c(OC)cc2OC)CC1,5%,0%,-2%
COC(=O)[C@@]12CCCCN1[C@H](c1ccc(-c3cc(C(C)=O)cs3)c(OC)c1)[C@H]1C(=O)N(C)C(=O)[C@H]12,-6%,-10%,-1%
O=C(c1ccccc1)N1CCC(c2nc(-c3ccc(S(=O)(=O)NCC4CCCO4)cc3)no2)CC1 (stereo not given),-12%,7%,-2%
CC(C)[C@H](NC(=O)OCc1ccccc1)C(=O)OCC(=O)NC1(C#N)CCCC1,6%,28%,0%[56.1 µM]
Cc1nonc1CC(=O)NC1CC(C)(C)Cc2c1cnn2-c1ccc(F)cc1 (stereo not given),-19%,-2%,2%
Cc1occc1C(=O)N/N=C/c1sc(N2CCOCC2)nc1-c1ccccc1,-17%,13%,4%

(next part)
Structure,N370S GC,FEN1 inh,TDP1 inh
CCN(C(=O)CSc1nc(N)cc(=O)[nH]1)c1c(N)n(Cc2ccccc2)c(=O)[nH]c1=O,-8%,4%,4%
C[C@H](O)[C@H](O)[C@H]1CNc2nc(N)[nH]c(=O)c2N1,?,12%,nt
CCOc1ccc(OCC)c(NC(=O)CCNS(=O)(=O)c2cc(Br)cnc2N)c1,-2%,16%,4%
COC(=O)c1ccc(COc2ccc(C)c(C)c2)o1,9%,12%,nt
O=C(N/N=C/c1c[nH]c2ccc(Br)cc12)c1ccncc1,-5%,-7%,89µM*
CCOc1ccc(CC(=O)NC2CCN(Cc3ccccc3)CC2)cc1,4%,-1%,nt
O=C(O)CCCC(=O)NCCc1ccncc1,-5%,-6%,2%
O=C(c1nc2n(n1)C(c1ccc(Cl)cc1)C=C(c1ccccc1)N2)N1CCOCC1 (stereo not given),-2%,-10%,1%

(listing goes on)
Structure,N370S GC,FEN1 inh,TDP1 inh
COc1ccc(CCNC(=O)Cn2cc(S(=O)(=O)Cc3ccccc3F)c3ccccc32)cc1OC,nt,2%,5%
COc1ccc(NC(=O)/C=C/C(=O)O)c([N+](=O)[O-])c1,0%,10%,3%
CC(=O)Nc1cccc(Cn2cccn2)c1,3%,nt,2%
Cc1nc([N+](=O)[O-])cn1Cc1cccc2ccccc12,-3%,0%,nt
Cc1cc(C)c2oc(C(=O)N(Cc3ccccc3)c3ccccn3)cc(=O)c2c1,27%,-4%,6%
CCOC(=O)C1CCN(C/C=C/c2ccccc2[N+](=O)[O-])CC1,-8%,0%,nt
CCOc1ccc(N2CC(C(=O)NCCc3c[nH]c4ccc(C)cc34)CC2=O)cc1 (stereo not given),2%,-12%,8%
NC(=O)c1cc(-c2ccccc2)sc1NC(=O)CN1CCCCC1,0%,-9%,4%

Taken from above.
For FEN1 inh, COc1ccc(NC(=O)/C=C/C(=O)O)c([N+](=O)[O-])c1 is listed with 10%
For N370S GC, CC(=O)Nc1cccc(Cn2cccn2)c1 is listed with 3%
For TDP1 inh, CCOc1ccc(N2CC(C(=O)NCCc3c[nH]c4ccc(C)cc34)CC2=O)cc1 (stereo not given) is listed with 8%
For N370S GC, CCOC(=O)C1CCN(C/C=C/c2ccccc2[N+](=O)[O-])CC1 is listed with -8%

Continuation.
Structure,N370S GC,FEN1 inh,TDP1 inh
CCc1nnc2c(Nc3cccc(F)c3)nc3ccc(C(=O)c4ccccc4)cc3n12,nt,-3%,-2%
O=S(=O)(c1ccccc1)[C@@]1(c2ccccc2)C[C@@H]2ON=C(c3cccc(-c4ccccc4)c3)[C@@H]2C1,2%,17%,-1%
Cc1ccccc1Cn1c(=N)n(CC(O)c2ccco2)c2ccccc21 (stereo not given),-12%,5%,7%
COc1cc(OC)cc(C(=O)OCC(=O)NC2CCCCCC2)c1,nt,1%,2%
